IL1B NFkB pot: enhances IL-1B driven NFkB nuclear translocation; 94,000 tested, 0.3% active; AID 819; HUVEC IL-1B NFkB p65 nuclear translocation imaging; activation, % at 2 µM;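 active means activation above 40%, about the mean plus 3 SD, also judged a hit on visual image review; inconclusive means activation above 40% but not a hit on visual review; inactive means activation not above 40% and no visual hit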;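 further: percent activation is computed from the nuclear over cytoplasmic p65 intensity ratio; values of inactives mirror those of a sister screen read the other way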
PLAP inhibitors HTS: PLAP enzyme inhibitors, biochemical, luminescence, HTS (AID 690); purified PLAP, luminescent substrate; higher % means a stronger effect; inhibition, % at 20 µM; hits with a dose series show IC50 in µM; 96,000 tested, 0.08% active; in the data active means a potency from the dose series; inactive means the rest, 99 in 100 with inhibition below about 30%; further: strong numbers were not always called active
NFkB transloc inh: blocks IL-1B driven NFkB nuclear translocation in HUVEC cells | HUVEC IL-1B NFkB p65 nuclear translocation imaging | inhibition, % at 2 µM | 94,000 tested, 0.43% active;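 active means inhibition above about 30% together with a positive call from visual inspection of the well image, limit read from the data; inconclusive means inhibition above a set limit but visual check negative; inactive means inhibition not above a set limit, visual check negative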;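 further: nuclear over cytoplasmic p65 intensity ratio measured by imaging; 0% = IL-1B stimulated DMSO wells and 100% = unstimulated DMSO wells; values of inactives mirror those of a sister screen read the other way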
Bcl-B displacement: displacers of TR3 peptide from Bcl-B, primary screen, selectivity assay for Bfl-1 inhibitor project, biochemical, fluorescence polarization; displacement, % at 20 µM, or IC50 in µM where a hit was titrated; FP displacement of FITC-TR3 peptide from Bcl-B; higher % means a stronger effect; 96,000 tested, 0.11% active;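 active means displacement above 50% at 20 µM plus a fluorescence interference ratio under 1.5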;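 further: plate controls were wells without compound for no effect and wells lacking Bcl-B protein for full effect; a part of the inactive calls stands beside numbers as strong as those of hits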
MRP resist rev: compounds reversing MRP-mediated drug resistance | H69AR cells + 2 uM doxorubicin, CellTiter-Glo, 72 h | differential viability (reversal), % at 10 µM | 85,000 tested, 0.04% active;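 active means viability drop by adding the cancer drug above about 55%, with treated viability meeting a 40% cutoff, limit read from the data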;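 further: viability without doxorubicin minus viability with 2 µM doxorubicin for each compound; larger differential means the compound sensitizes cells more to doxorubicin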
MRP resist rev cytotoxicity: second read-out of MRP resist rev, no call of its own (marks repeat the call); viability, %; H69AR cells, CellTiter-Glo, 72 h; measured here: cytotoxicity without doxorubicin
MRP resist rev with doxorubicin: second read-out of MRP resist rev, no call of its own (marks repeat the call); viability, %; measured here: viability with 2 uM doxorubicin; active compounds read low
NFkB transloc inh cell count 2 µM: second read-out of NFkB transloc inh, no call of its own (marks repeat the call); cell count; measured here: cells passing quality filter;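 raw number of nuclei counted in each imaged well without normalization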
IL1B NFkB pot cell count 2 µM: second read-out of IL1B NFkB pot, no call of its own (marks repeat the call); cell count; measured here: cells passing quality filter
* marks the source's active call; other numbers are inactive results; ? = inconclusive; / = not tested or not shown.

Abbreviations – A = IL1B NFkB pot; B = IL1B NFkB pot cell count 2 µM; C = PLAP inhibitors HTS; D = NFkB transloc inh; E = NFkB transloc inh cell count 2 µM; F = Bcl-B displacement; G = MRP resist rev; H = MRP resist rev cytotoxicity; I = MRP resist rev with doxorubicin
[1] O=Cc1cn(-c2ccccc2)nc1-c1ccc2c(c1)OCCO2
  A = -3	B = 62	C = /	D = 3	E = 62	F = /	G = -25	H = 48	I = 73

[2] CN=C1SC(CC(=O)Nc2cc(Cl)ccc2Cl)C(=O)N1C (stereo not drawn)
  A = -20	B = 131	C = -35%	D = 20	E = 131	F = -9%	G = 11	H = 93	I = 82

[3] Cc1cccc(NC(=O)CS(=O)(=O)Cc2ccccc2)n1
  A = -12	B = 141	C = 23%	D = 12	E = 141	F = 3%	G = -2	H = 95	I = 97

[4] CSc1ccccc1NS(=O)(=O)c1ccc2c(c1)OCCO2
  A = -27	B = 35	C = 16%	D = 27	E = 35	F = -9%	G = 14	H = 99	I = 85

[5] Cc1ccc2c(c1)N(CC(=O)N1CCCCC1c1cccnc1)C(=O)CO2 (stereo not drawn)
  A = 19	B = 147	C = 21%	D = -19	E = 147	F = -7%	G = -1	H = 84	I = 85

[6] COCCOc1ccc(C(F)(F)F)cc1Nc1nc2ccccc2o1
  A = /	B = /	C = -14%	D = /	E = /	F = 1%	G = 4	H = 77	I = 73

[7] CCOc1cc(C(=O)N2CCN(c3ccc(C(C)=O)cc3)CC2)cc(OCC)c1OCC
  A = 2	B = 120	C = 3%	D = -2	E = 120	F = -3%	G = -36	H = 38	I = 74

[8] CCCCOC(=O)c1ccc(NC(=S)NC(=O)c2c(Cl)cnn2C)cc1
  A = 7	B = 131	C = 5%	D = -7	E = 131	F = -2%	G = /	H = /	I = /

[9] O=C(NCC1CCCO1)C1CCN(C(=O)c2ccc(Cl)cc2)CC1 (stereo not drawn)
  A = 2	B = 138	C = -8%	D = -2	E = 138	F = -5%	G = 41	H = 95	I = 54

[10] COc1cc(C(=O)N2CCN(c3ncnc4sc(C)c(C)c34)CC2)cc(OC)c1OC
  A = 2	B = 144	C = -33%	D = -2	E = 144	F = 1%	G = 22	H = 81	I = 59

[11] Nc1nc(CSc2ncn(-c3ccccc3)n2)cs1
  A = 1	B = 114	C = -1%	D = -1	E = 114	F = -3%	G = 12	H = 84	I = 72

[12] CCC(C)C(NC(=O)C1CCC(C)CC1)C(=O)NCc1ccccn1 (stereo not drawn)
  A = -20	B = 141	C = -2%	D = 20	E = 141	F = -9%	G = /	H = /	I = /

[13] O=[N+]([O-])c1ccc(-c2nnc(CSc3nc(-c4ccccc4)nc4ccc(F)cc34)o2)cc1
  A = ?	B = /	C = /	D = -52	E = 146	F = /	G = 4	H = 73	I = 69

[14] CCOc1ccc2nc(NCCO)[nH]c2c1
  A = 24	B = 129	C = -28%	D = -24	E = 129	F = 1%	G = -5	H = 100	I = 105

[15] CCc1ccc2nc3nc(C)cc(C)c3c(N)c2c1
  A = -3	B = 175	C = -22%	D = 3	E = 175	F = 23%	G = /	H = /	I = /

[16] CN1CCN(c2ccc(Cl)cc2NC(=O)c2ccc(S(=O)(=O)N(C)C)cc2)CC1
  A = -4	B = 181	C = -67%	D = 4	E = 181	F = 2%	G = /	H = /	I = /

[17] COC(=O)c1ccc(-n2nnnc2SCC(=O)N2CCCCC2)cc1
  A = -1	B = 143	C = 10%	D = 0	E = 143	F = 0%	G = 7	H = 93	I = 87

[18] CCC(=O)N1CCc2cc(Br)cc(S(=O)(=O)C3(C(=O)OC)CC3)c21
  A = -11	B = 91	C = -12%	D = 11	E = 91	F = -6%	G = -12	H = 62	I = 74

[19] COc1ccc(NC(=O)C(CCS(C)(=O)=O)N2C(=O)c3ccccc3C2=O)cc1 (stereo not drawn)
  A = -3	B = 121	C = 11%	D = 3	E = 121	F = -3%	G = 0	H = 98	I = 98

[20] Fc1ccc(CN(Cc2ccccc2)C(c2cccs2)c2nnnn2C2CCCCC2)cc1 (stereo not drawn)
  A = 11	B = 45	C = 10%	D = -11	E = 45	F = -10%	G = 14	H = 84	I = 70

[21] Cc1cc(Br)ccc1NC(=O)CNC(=O)CSc1n[nH]c(N)n1
  A = 16	B = 136	C = -86%	D = -16	E = 136	F = -7%	G = 17	H = 98	I = 81

[22] CCn1cnc2sc(C(=O)N3CCN(Cc4ccc5c(c4)OCO5)CC3)c(C)c2c1=O
  A = 3	B = 135	C = -20%	D = -3	E = 135	F = -1%	G = -8	H = 88	I = 96

[23] COc1ccc(NC(=O)N2CCC(NC(=O)c3ccco3)CC2)cc1
  A = 24	B = 177	C = 14%	D = -24	E = 177	F = 17%	G = -2	H = 96	I = 98

[24] Cn1c(=O)oc2cc(S(=O)(=O)NCCC(=O)NCCc3ccccc3)ccc21
  A = /	B = /	C = -7%	D = /	E = /	F = -2%	G = 4	H = 95	I = 91

[25] O=C1CC(c2ccc(S(=O)(=O)Nc3cc(C(F)(F)F)cc(C(F)(F)F)c3)cc2)CN1 (stereo not drawn)
  A = 19	B = 191	C = -23%	D = -20	E = 191	F = 0%	G = 10	H = 98	I = 87

[26] CCn1cc(/C=N\NC(=O)c2csc3ccccc23)c(C)n1
  A = 12	B = 168	C = -33%	D = -12	E = 168	F = -5%	G = /	H = /	I = /

[27] c1csc(-n2nc3ccccc3n2)c1
  A = 2	B = 184	C = 3%	D = -2	E = 184	F = -14%	G = 15	H = 94	I = 78

[28] CCOC(=O)C1CCCN(S(=O)(=O)c2ccc(OC)cc2)C1 (stereo not drawn)
  A = 14	B = 181	C = -35%	D = -14	E = 181	F = 4%	G = 16	H = 108	I = 92

[29] CCc1ccc(CCC(=O)Nc2ccc(C)c(C)c2)o1
  A = /	B = /	C = -13%	D = /	E = /	F = -6%	G = /	H = /	I = /

[30] O=c1[nH]cnc2c([N+](=O)[O-])cccc12
  A = -2	B = 142	C = -7%	D = 2	E = 142	F = 18%	G = /	H = /	I = /

[31] COc1cc(C(=O)Nc2nncs2)cc(OC)c1OC
  A = /	B = /	C = -1%	D = /	E = /	F = 10%	G = 4	H = 91	I = 87

[32] COc1ccc(N2CCN(C(=O)c3c(-c4ccccc4)noc3C)CC2)cc1
  A = 14	B = 75	C = /	D = -14	E = 75	F = /	G = 3	H = 106	I = 103

[33] CN(CC(=O)NCc1ccccc1)S(=O)(=O)c1cnc[nH]1
  A = 22	B = 198	C = -4%	D = -22	E = 198	F = 10%	G = 6	H = 98	I = 92

Single records, as listed above:
Listed for `COc1cc(C(=O)Nc2nncs2)cc(OC)c1OC` : IL1B NFkB pot: /; IL1B NFkB pot cell count 2 µM: /; PLAP inhibitors HTS: -1%; NFkB transloc inh: /; NFkB transloc inh cell count 2 µM: /; Bcl-B displacement: 10%; MRP resist rev: 4; MRP resist rev cytotoxicity: 91; MRP resist rev with doxorubicin: 87
Listed for `CCOC(=O)C1CCCN(S(=O)(=O)c2ccc(OC)cc2)C1` (stereo not drawn) : IL1B NFkB pot: 14; IL1B NFkB pot cell count 2 µM: 181; PLAP inhibitors HTS: -35%; NFkB transloc inh: -14; NFkB transloc inh cell count 2 µM: 181; Bcl-B displacement: 4%; MRP resist rev: 16; MRP resist rev cytotoxicity: 108; MRP resist rev with doxorubicin: 92

An excerpt from above, reduced to IL1B NFkB pot cell count 2 µM and Bcl-B displacement.
#	canonical_smiles	IL1B NFkB pot cell count 2 µM	Bcl-B displacement
23	COc1ccc(NC(=O)N2CCC(NC(=O)c3ccco3)CC2)cc1	177	17%
24	Cn1c(=O)oc2cc(S(=O)(=O)NCCC(=O)NCCc3ccccc3)ccc21	/	-2%
25	O=C1CC(c2ccc(S(=O)(=O)Nc3cc(C(F)(F)F)cc(C(F)(F)F)c3)cc2)CN1 (stereo not drawn)	191	0%
26	CCn1cc(/C=N\NC(=O)c2csc3ccccc23)c(C)n1	168	-5%
27	c1csc(-n2nc3ccccc3n2)c1	184	-14%

2 of the compounds above, bar-delimited.
no. | compound | IL1B NFkB pot | IL1B NFkB pot cell count 2 µM | PLAP inhibitors HTS | NFkB transloc inh | NFkB transloc inh cell count 2 µM | Bcl-B displacement | MRP resist rev | MRP resist rev cytotoxicity | MRP resist rev with doxorubicin
26 | CCn1cc(/C=N\NC(=O)c2csc3ccccc23)c(C)n1 | 12 | 168 | -33% | -12 | 168 | -5% | / | / | /
19 | COc1ccc(NC(=O)C(CCS(C)(=O)=O)N2C(=O)c3ccccc3C2=O)cc1 (stereo not drawn) | -3 | 121 | 11% | 3 | 121 | -3% | 0 | 98 | 98

Compound activity (PubChem BioAssay)

These rows are one share of the data, so the mix of outcomes need not match the whole.
